# Screens from PubChem.
# PV pol inh – poliovirus RNA polymerase inhibition. P03300. poliovirus polymerase elongation, fluorescence polarization; active compounds read low. % elongation, % (compound at 16.7 µg/mL). hit rate 0.66% among 150,000. AID 588519; in the data active = % elongation below about 90%; also: some results filed as inactive read as strong as hits
# Target sequence (P03300 1749-2209 limits assumed): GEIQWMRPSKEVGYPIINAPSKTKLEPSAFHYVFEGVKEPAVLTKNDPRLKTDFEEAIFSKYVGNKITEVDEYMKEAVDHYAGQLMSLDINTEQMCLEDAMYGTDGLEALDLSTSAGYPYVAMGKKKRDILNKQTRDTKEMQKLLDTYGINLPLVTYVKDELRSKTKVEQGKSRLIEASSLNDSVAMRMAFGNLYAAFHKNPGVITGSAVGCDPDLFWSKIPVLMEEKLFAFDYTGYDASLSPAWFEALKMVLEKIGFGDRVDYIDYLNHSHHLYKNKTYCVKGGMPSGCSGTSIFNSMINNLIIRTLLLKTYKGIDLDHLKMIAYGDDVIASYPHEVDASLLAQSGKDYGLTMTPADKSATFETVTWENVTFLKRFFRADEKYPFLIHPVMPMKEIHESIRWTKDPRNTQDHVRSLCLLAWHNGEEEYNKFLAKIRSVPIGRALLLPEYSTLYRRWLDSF
# PV pol inh FP z-score – also measured in PV pol inh; calls as there; z-score; measured here: FP z-score; hits read low
# The depositor's hits bear a star; & = joins results of further samples. An excerpt; count on the stated rates, not on these rows.
SMILES,PV pol inh,PV pol inh FP z-score
CC(c1ccccc1)n1c(SCC(=O)c2cc(-c3ccccc3)no2)n[nH]c1=O (centres undefined),103.0,0.3
CN(C)c1ccc(/C=C2\CCC=C2N2CCOCC2)cc1,44.0,-4.8
O=C(Nc1ccc(-c2ccc(N3CCCCC3)nn2)cc1)C(F)(F)F,103.0,0.2
O=C(Nc1ccccc1)Nc1ccccn1,106.0,0.5
O=C(NCC1CCCO1)c1ccc2c(c1)sc1nc(-c3ccccc3)cn12 (centres undefined),102.0,0.3
Cc1ccc2c(c1)c(-c1ccccc1)c(-c1ccccc1)n2CC(O)CNCc1ccco1 (centres undefined),101.0,0
COc1cccc(C(=O)NCC(c2ccc3c(c2)OCO3)N2CCN(C)CC2)c1 (centres undefined),108.0,0.1
CCCNC(=O)c1nn(C)c2c1CCc1sccc1-2,102.0,0.5
O=C(Nc1ccccc1F)c1oc2ccccc2c1NC(=O)c1c(F)cccc1F,101.0,-0.9
Fc1ccc(-c2cn3ccccc3n2)cc1,103.0,0.4
CCN1CCN(c2cc(C)c3cc(NC(=O)/C=C/c4ccc(OCCC(C)C)cc4)ccc3n2)CC1,106.0,0.3
Cc1cccc2cc(CN(CCO)S(=O)(=O)c3ccc(Cl)cc3)c(=O)[nH]c12,104.0,0.8
FC(F)(F)c1[nH]ncc1-c1nnnn1-c1ccccc1,101.0,0
O=CN1CCN(C(=O)CCc2ccccc2)CC1,100.0,-0.1
CC1CC(=O)N(Cc2ccccc2F)c2ccccc2S1(=O)=O (centres undefined),102.0,0.8

# Another view of some results above:
# Fields – PV pol inh, PV pol inh FP z-score
- CCCNC(=O)c1nn(C)c2c1CCc1sccc1-2
  102.0, 0.5
- O=C(Nc1ccccc1F)c1oc2ccccc2c1NC(=O)c1c(F)cccc1F
  101.0, -0.9
- Fc1ccc(-c2cn3ccccc3n2)cc1
  103.0, 0.4
- CCN1CCN(c2cc(C)c3cc(NC(=O)/C=C/c4ccc(OCCC(C)C)cc4)ccc3n2)CC1
  106.0, 0.3
- Cc1cccc2cc(CN(CCO)S(=O)(=O)c3ccc(Cl)cc3)c(=O)[nH]c12
  104.0, 0.8
- FC(F)(F)c1[nH]ncc1-c1nnnn1-c1ccccc1
  101.0, 0
- O=CN1CCN(C(=O)CCc2ccccc2)CC1
  100.0, -0.1

# The listing picks up, repeating the 4 entries before the break.
SMILES,PV pol inh,PV pol inh FP z-score
Cc1cccc2cc(CN(CCO)S(=O)(=O)c3ccc(Cl)cc3)c(=O)[nH]c12,104.0,0.8
FC(F)(F)c1[nH]ncc1-c1nnnn1-c1ccccc1,101.0,0
O=CN1CCN(C(=O)CCc2ccccc2)CC1,100.0,-0.1
CC1CC(=O)N(Cc2ccccc2F)c2ccccc2S1(=O)=O (centres undefined),102.0,0.8
CC1CCCCC1NC(=O)NC(=O)CSc1ccc2c(c1)OCCO2 (centres undefined),104.0,0.6
COc1ccc(C)cc1NC(=O)c1nnn(-c2c(C)cccc2C)c1C,104.0,-0.3
CCOC(=O)c1ccc(NC(=O)C(CC)Sc2nc3ncccc3[nH]2)cc1 (centres undefined),109.0,-0.2
OCc1c[nH]c(=S)n1Cc1ccccc1,106.0,0.4
Cc1ccc(C)c(Cn2c3ccccc3c3cnn(CC(=O)NCCc4ccccc4)c(=O)c32)c1,103.0,-0.6
CCCCOc1ccc(C(=O)NCCS(=O)(=O)N2CCN(c3ccc(F)cc3)CC2)cc1,109.0,0.5
CC(C)CCNS(=O)(=O)Cc1ccccc1,104.0,0
CCOC(=O)c1ccc(N2N=C(C(F)(F)F)/C(=C/C=C/c3ccco3)C2=O)cc1,104.0,0.8
CN(CC(=O)Nc1ccc(N2CCOCC2)cc1)Cn1nc(Nc2ccccc2F)sc1=S,96.0,-1.2
Cc1nnsc1C(=O)Oc1ccc(C(C)C)cc1,102.0,-0.1
Cc1ccccc1NC(=O)CC(=O)Nc1ccccc1C,103.0,0.3
CCc1ccn2cc(-c3ccc4c(c3)OCO4)nc2c1,101.0,-0.2
CCn1c(-c2ccco2)nn(CN(C)CC(=O)Nc2ccc(F)c(F)c2F)c1=S,102.0,-0.1
Cc1noc(C)c1COc1ccc(C(=O)OC2CCOC2=O)cc1 (centres undefined),110.0,0.4
CCN(CC)CCNc1ccc(CO)c2sc3ccccc3c(=O)c12,101.0&98.0,0.2&-0.1
O=C(O)c1ccccc1CSc1nc2ccccc2[nH]1,96.0,-1.1
S=c1[nH]nc(Cn2cncn2)o1,99.0,-0.3
CCOc1cc(C(c2c(C)[nH]n(-c3ccccc3)c2=O)c2c(C)[nH]n(-c3ccccc3)c2=O)ccc1O,94.0,-1.5
N#Cc1ccsc1NC(=O)c1ccncc1,100.0,-0.5
CNc1sc(C(=O)c2ccc(Cl)cc2)c(N)c1C(N)=O,101.0,0
O=C(Cn1nnc(-c2ccncc2)n1)N(C1CCCCC1)C1CCCCC1,104.0,1.1
COc1cc(NC(=O)c2nn(C)c3c2COc2ccccc2-3)cc(OC)c1OC,113.0,0.3
CCN(CC)c1ccc(/C=N/N2C(=O)c3ccccc3C2=O)c(O)c1,100.0,-0.5
Cc1ccc(C)c(N2CCN(C(=O)Cc3c(C(=O)O)c(C)cn3C)CC2)c1,111.0,0.8
CCOC(=O)C1CCN(C(=O)c2ccc(C)c(NC(=O)c3nsc4ccccc34)c2)CC1,100.0,-1.8
O=C(Nc1nccs1)c1ccc(-c2ccc(Cl)cc2)o1,102.0,0.2
CC1CC1C(=O)OCC(=O)Nc1ccc(F)cc1 (centres undefined),102.0,0.4
Cc1ccc2c(c1)c1c(c(=O)n(Cc3ccccc3)c(=O)n1CC(=O)Nc1ccccc1F)n2C,108.0,0.1
COc1cc(NC(=O)N2CCC(CN3CCc4ccccc4C3)CC2)cc(OC)c1,106.0,-0.6
CCCc1cc(=O)[nH]c(SCc2nc(-c3ccc(C)cc3)no2)n1,107.0,-0.1
O=C(NCCCc1nc2ccccc2n1Cc1ccccc1)C1CCCCC1,102.0,-0.8
Cc1c(C(=O)OCC(=O)c2ccc[nH]2)sc2nc3n(c(=O)c12)CCC3,107.0,0.6
O=C(O)C1C2CCC(O2)C1C(=O)N1CCN(C/C=C/c2ccccc2)CC1 (centres undefined),101.0,-0.3
c1ccc(CCSc2nnc3sc4ccccc4n23)cc1,100.0,-0.3
COC(=O)C1=C(CS(=O)(=O)c2cc(Cl)ccc2OC)NC(=O)NC1c1ccccc1 (centres undefined),105.0,-0.5
COc1ccc(C(=O)N2CCN(C(=O)COc3ccccc3)CC2)cc1OC,110.0,1.6
CC(N=C1NS(=O)(=O)c2ccccc21)C(=O)N1CCN(S(=O)(=O)c2cccs2)CC1 (centres undefined),101.0,-0.2
Cc1ccc2c(c1)cc(CN(Cc1ccco1)C(=O)NCc1ccccc1)c1nnnn12,101.0,-0.4
CCOc1ccc(CNC(=O)c2cc(=O)[nH]c3ccccc23)cc1,103.0,0.7
Nc1c(S(=O)(=O)c2ccccc2)nnn1-c1ccc(OC(F)(F)F)cc1,103.0,0.7
CCN(CCNCc1c(C(=O)O)n(C)c2ccccc12)c1ccccc1,100.0,-1
CS(=O)(=O)Nc1ccc(C#N)cc1,102.0,0.2
CC1CN(S(=O)(=O)c2ccc(C(=O)Nc3ccccc3)cc2)CC(C)O1 (centres undefined),101.0,-0.7
O=S(=O)(Cc1nc(CSc2ccccn2)cs1)c1ccc(Cl)cc1,100.0,-0.9
CC(O)c1nc2cc3ccccc3cc2[nH]1 (centres undefined),102.0,0.2
CC(C)Cn1c(=S)[nH]c2ccccc21,99.0,-0.4
O=C1C=C2C(=CCOC2O)O1 (centres undefined),99.0,0.2
Cc1cccc(CN2CCC(CNC(=O)c3cc4cc5ccc(C)cc5nc4o3)CC2)c1,104.0,0.8
COc1cccc(C(=O)c2sc3nsc(SCc4ccccc4)c3c2N)c1,47.0,-9.2
COc1cc(Cl)c(C)cc1NC(=O)CCn1c(=O)c2cccn2c2cccnc21,112.0,1
O=C(O)c1ccc(CS(=O)(=O)c2ccccc2)o1,99.0,-1.1
COc1ccc(Cc2nc3c4cnn(-c5ccccc5Br)c4ncn3n2)cc1,118.0,0.2
CCc1c(C)nc2nncn2c1Nc1ccc(C(C)C)cc1,104.0,-0.7
NC(N)=N/N=C/c1c(Cl)cccc1Cl,98.0,-0.6
Nc1nonc1-c1nc2ccccc2n1CC(=O)Nc1cccc(Cl)c1Cl,111.0,1.1
C[C@@]12C[C@H](O)CCN1CCc1ccccc12,94.0,-1
Cn1ncc2c(Nc3cc(C(F)(F)F)ccc3Cl)ncnc21,105.0,-0.2
CCCCCc1nc2ccccc2c(=O)n1-c1ccc(C)cc1,109.0,1.2
O=C(O)c1ccc(-c2ccc(/C=C3\Sc4ccccc4C3=O)o2)cc1,77.0,-9
COc1cc(CNC(=O)c2ccc3nc(CCc4ccccc4)oc3c2)cc(OC)c1OC,101.0,-1.3

# Next part
SMILES,PV pol inh,PV pol inh FP z-score
CC1CC/C(=C\c2ccc(Cl)cc2)C(=O)C1 (centres undefined),101.0,-0.2
O=C(/C=C/c1ccc(F)cc1)NC(=S)Nc1ccccc1O,102.0,0
CC(C)c1ccc(Nc2c(-c3ccccc3)nc3cnccn23)cc1,100.0,0
CCc1nnc2c(Nc3ccc(Br)c(C)c3)nc3ccccc3n12,101.0,-0.2
Cc1ccccc1CS(=O)(=O)c1ncc(Cl)c(C(=O)Nc2nnc(C(C)C)s2)n1,98.0,-2
COc1ccc(-c2n[nH]c(=S)n2CCC(=O)O)cc1,105.0,0
Cc1cnc(=O)[nH]c1SCC(=O)c1ccc(F)cc1,103.0,0.2
NC(=O)COC(=O)CC12CC3CC(CC(Br)(C3)C1)C2,101.0,0
Cc1ccc2sc(N3CCN(C(=O)CCS(=O)(=O)c4ccc(Cl)cc4)CC3)nc2c1C,103.0,-0.8
COc1cc(C2CC(=O)N(CC(=O)Nc3ccccc3F)c3ccccc3S2)cc(OC)c1OC (centres undefined),108.0,1
Cc1nc(-c2ccc(S(=O)(=O)NCC3CCN(C(=O)OC(C)(C)C)CC3)s2)cs1,102.0,-0.2
CCC1(c2ccc(N)cc2)CCC(=O)NC1=O (centres undefined),98.0&99.0,-0.6&-0.1
Cc1ccc(NC(=O)CSc2nc3ccccc3nc2Cc2ccccc2)c(Cl)c1,98.0,-1.8
COc1ccccc1C(CC#N)c1ccco1 (centres undefined),100.0,-0.1
CCOC(=O)Cc1csc(SCc2nc3sc4c(c3c(=O)[nH]2)CCCC4)n1,89.0,-1.7
CC(=O)Nc1ccc(NC(=O)Cn2cc3c(n2)CCC(C)C3)cc1 (centres undefined),101.0,-0.4
N#Cc1ccc(NC(=O)CSc2ncn[nH]2)cc1,102.0,0.5
O=C1C=CC(=O)c2c(Cl)ccc(Cl)c21,101.0,0.2
Cc1cc(C(C)(C)C)c(O)c(C)c1CC1=NCCN1,101.0&99.0,0.5&-0.3
COc1cccc(CNC(=O)c2ccc3c(c2)sc2nc(-c4cccc(OC)c4)cn23)c1,111.0,1.1
CCCn1c(SCc2ccccc2C#N)n[nH]c1=O,97.0,-0.6
N#Cc1c(NC(=O)CCn2cnnn2)sc2c1CCCC2,105.0,1.4
CCC(=O)Nc1nc2c(s1)C(=O)CC(c1ccccc1)C2 (centres undefined),106.0,1.2
CC1CCC(NC(=O)C2(C)Cc3ccccc3C(=O)N2Cc2ccccc2Cl)CC1 (centres undefined),114.0,1.1
Cc1ccc2onc(CNC(=O)N3C(C)CCCC3C)c2c1 (centres undefined),107.0,2.6
Cn1c(=O)n(C)c2cc(/C=C3/NC(=O)NC3=O)ccc21,101.0,0
Cc1ccccc1Oc1nc2c(c(=O)n(C)c(=O)n2C)n1Cc1ccc(Br)cc1,108.0,-0.4
Cc1nn(CC(=O)N(C)C2CCCCC2)c(=S)n1C,104.0,0.2
O=C(NCCc1ccccc1)c1ccc(Cn2c(SCc3ccccc3)nc3cccnc32)cc1,117.0,1.2
O=C(CSc1cccc[n+]1[O-])c1cc2c3c(c1)CC(=O)N3CCC2,109.0,-0.1
CCOC(=O)c1cnc2cc(C(F)(F)F)ccc2c1N(C)Cc1ccccc1,102.0,0
COc1cc(CC(=O)OCC(=O)C(C)(C)C)cc(OC)c1OC,104.0,0.2
CC(C)OCCCN1C(=O)c2[nH]nc(-c3ccccc3O)c2C1c1ccc(OCc2ccccc2)cc1 (centres undefined),108.0,0.5
COc1ccc(CCNC(=O)c2cc(Sc3cccc(Cl)c3)nc3ccccc23)cc1OC,106.0,-0.5
Cc1csc(-c2coc3c(C)c(O)c(CN4CCN(CCO)CC4)cc3c2=O)n1,102.0,0.1
CCOc1ccc(OCC)c(NS(=O)(=O)c2ccc3[nH]c(=O)ccc3c2)c1,112.0,1.2
CCOc1cc(C)cc2oc(=O)cc(CC)c12,100.0,-0.2
CCCCCCCCCCCCCCCC(=O)OC[C@H](COP(=O)([O-])OCC[N+](C)(C)C)OC(C)=O,102.0&101.0,0.4&0.4
CCCCN(CC)CCCNC(=O)c1cc2c(=O)[nH]c3ccccc3c2s1,98.0,-2.4
CN(C)S(=O)(=O)c1ccc(C(=O)Nc2ncnc3sccc23)cc1,102.0,0.1
COC(=O)c1sc(S(=O)(=O)Nc2cccc(C(F)(F)F)c2)c(C(=O)OC)c1C,104.0,0.4
COc1ccccc1NC(=O)c1cc(Cl)nnc1Cl,101.0,-0.1
O=C1CCSC2(C(=O)N(Cc3ccc(F)cc3)c3ccccc32)N1c1ccccc1 (centres undefined),111.0,0.9
Nc1ccc(S(=O)(=O)C(F)F)cc1,102.0,0.1
Cc1ccc(CNCC(O)COC2CCCc3ccccc32)n1C (centres undefined),108.0,0.7
O=C(CN1C(=O)c2cccnc2Sc2ccccc21)N1CCC2(CC1)OCCO2,102.0,0.6
O=C(NCc1ccccc1Cl)c1ccc(CS(=O)(=O)c2ccc(Br)cc2)o1,108.0,0.3
COc1ccc(C2C(=O)c3ccccc3C2=O)cc1OC,100.0,-0.1
O=C(c1cnn(-c2ccc(C(F)(F)F)cn2)c1)c1ccccc1O,109.0,0.9
